M5 ag: human M5 muscarinic receptor agonists, primary screen, CHO-K1 cells, Fluo-8 calcium fluorescence | CHO-K1 hM5 cells; 0% DMSO wells, 100% maximal acetylcholine response | activation, % at 3 µM | 0.19% of 360,000 active;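 active means activation above the run's mean over test compounds plus 3 SD, cut at about 23% in these data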;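 further: signal is peak over basal fluorescence ratio across the kinetic read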
CRFBP-R2 agonist: agonists of CRF-BP/CRF-R2 complex, primary screen, cell-based, HEK293, calcium dye fluorescence, uHTS | AID 588473, 2011 | 0.46% of 350,000 active | CRF-binding protein / CRF receptor 2 complex (human) | activation, % at 13.2 µM | calcium dye fluorescence (FLIPR); percent of saturating CRF peptide response;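 active means activation of at least 50%, plus an integration ratio under a set limit after plate pattern correction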;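 further: plate controls were neutral control wells without compound for no effect and CRF at EC100 for full effect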
M4 ag: human M4 muscarinic receptor agonists, primary screen, CHO-K1 cells, Fluo-8 calcium fluorescence. Muscarinic acetylcholine receptor M4 (Homo sapiens), P08173. activation, % at 3 µM. 0.14% of 360,000 active. CHO-K1 hM4/Gqi5; vehicle 0%, full acetylcholine response 100%;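 active means activation above the run mean over all test wells plus 3 SD, cut at about 32% in these data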;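 further: peak over basal fluorescence ratio per well then scaled between controls; 0% = DMSO wells and 100% = acetylcholine at EC100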
CHRM5 antagonist: human M5 muscarinic receptor antagonists, primary screen, CHO cells, Fluo-8 calcium fluorescence. AID 624040, 2012. CHO-hM5 cells, ACh EC80. 0.59% of 360,000 active. inhibition, % at 3 µM. Muscarinic acetylcholine receptor M5 (Homo sapiens), P08912;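 active means inhibition above a per-plate cutoff, the mean of that plate's test compounds plus 3 SD, cut at about 27% in these data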;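 further: 0% = acetylcholine EC80 with DMSO and 100% = DMSO without agonist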
M4 PAM: human M4 muscarinic receptor positive allosteric modulators, primary screen, CHO-K1 cells, Fluo-8 calcium fluorescence; CHO-K1 hM4/Gqi5, ACh EC20; 0% = ACh EC20, 100% = maximal ACh; activation, % at 3 µM; 0.4% of 360,000 active;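 active means activation above its plate's cutoff, the mean activation of sample wells plus 3 SD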; further: some results filed as inactive read as strong as hits
CHRM4 antagonist: human M4 muscarinic receptor antagonists, primary screen, CHO cells, Fluo-8 calcium fluorescence. Muscarinic acetylcholine receptor M4 (Homo sapiens), P08173. CHO-hM4 cells, ACh EC80. inhibition, % at 3 µM. 0.73% of 360,000 active;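 active means inhibition above its plate's cutoff, the mean inhibition of sample wells plus 3 SD, cut at about 27% in these data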;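 further: 0% = acetylcholine EC80 with DMSO and 100% = DMSO without agonist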
M5 PAM: human M5 muscarinic receptor positive allosteric modulators, primary screen, CHO-K1 cells, Fluo-8 calcium fluorescence; Muscarinic acetylcholine receptor M5 (Homo sapiens), P08912; CHO-K1 hM5, ACh EC20 PAM; 0% = ACh EC20, 100% = ACh EC100; activation, % at 3 µM; 0.3% of 360,000 active; AID 624038, 2012;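 active means activation above the run cutoff, the mean activation of all test compounds plus 3 SD, cut at about 18% in these data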
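Assay system: CHO-K1 hM5 cells / Incubation: Fluo-8 loading 80 min at 37 °C plus 30 min room temperature / Technique: Fluo-8 calcium dye fluorescence, kinetic read / Repeats: single replicate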
IDE cell inh: human IDE inhibitors in live cells, primary screen, fluorescence polarization, HEK cells, FAbetaB substrate. Insulin-degrading enzyme (Homo sapiens), P14735. FAbetaB cleavage. inhibition, % at 5.59 µM. 0.41% of 320,000 active. AID 434962, 2010;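 active means percent inhibition above the average of all tested compounds plus 3 SD, set per screening campaign, cut at about 16% in these data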;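 further: IDE supplied by intact live HEK cells; FP after avidin binding of uncleaved biotin substrate so inhibition keeps polarization high; 0% = DMSO wells and 100% = 60 µM reference IDE inhibitor Ii1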
Target sequence (P14735 whole entry, looked up): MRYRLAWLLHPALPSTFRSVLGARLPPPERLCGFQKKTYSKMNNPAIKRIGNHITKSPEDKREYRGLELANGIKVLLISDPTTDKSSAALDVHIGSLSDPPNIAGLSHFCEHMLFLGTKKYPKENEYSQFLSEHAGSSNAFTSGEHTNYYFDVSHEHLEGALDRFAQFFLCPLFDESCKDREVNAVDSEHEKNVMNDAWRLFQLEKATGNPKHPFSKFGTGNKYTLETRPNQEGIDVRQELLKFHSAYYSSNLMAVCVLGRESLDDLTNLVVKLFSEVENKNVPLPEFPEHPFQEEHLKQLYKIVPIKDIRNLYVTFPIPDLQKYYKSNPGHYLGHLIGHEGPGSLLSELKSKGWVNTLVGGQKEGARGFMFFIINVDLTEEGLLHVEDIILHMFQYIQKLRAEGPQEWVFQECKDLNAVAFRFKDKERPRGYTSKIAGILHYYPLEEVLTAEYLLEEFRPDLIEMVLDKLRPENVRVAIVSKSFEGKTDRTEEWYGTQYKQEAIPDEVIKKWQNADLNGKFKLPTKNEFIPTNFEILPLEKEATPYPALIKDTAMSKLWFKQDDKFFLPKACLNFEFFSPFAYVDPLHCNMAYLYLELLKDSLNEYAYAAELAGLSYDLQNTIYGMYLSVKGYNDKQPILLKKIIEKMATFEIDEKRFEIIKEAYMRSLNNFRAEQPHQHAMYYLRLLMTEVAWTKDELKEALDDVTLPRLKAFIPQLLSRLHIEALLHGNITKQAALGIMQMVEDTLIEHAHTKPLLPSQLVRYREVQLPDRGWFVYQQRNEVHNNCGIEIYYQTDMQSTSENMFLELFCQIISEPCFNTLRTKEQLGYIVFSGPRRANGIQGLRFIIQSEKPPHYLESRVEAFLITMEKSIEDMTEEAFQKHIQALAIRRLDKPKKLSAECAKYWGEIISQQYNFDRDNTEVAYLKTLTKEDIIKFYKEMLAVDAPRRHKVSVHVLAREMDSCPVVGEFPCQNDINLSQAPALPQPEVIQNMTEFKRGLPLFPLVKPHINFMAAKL
CRFR2-BP antag: antagonists of CRF-BP/CRF-R2 complex, primary screen, cell-based, HEK293, calcium dye fluorescence, uHTS. CRF-induced calcium fluorescence. inhibition, % at 11.8 µM. 0.59% of 350,000 active;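 active means inhibition of the ligand-induced calcium signal above about 50% at the single tested concentration, limit read from the data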
* marks the source's active call; other numbers are inactive results; nt = no result given.

compound,M5 ag,CRFBP-R2 agonist,M4 ag,CHRM5 antagonist,M4 PAM,CHRM4 antagonist,M5 PAM,IDE cell inh,CRFR2-BP antag
COc1ccc(NC(=O)CN2C(=O)NC(C)(C3CC3)C2=O)c(OC)c1 (configuration not stated),0.5,-1.4,0.1,14.0,2.0,9.5,-3.3,0.8,8.7
O=C1c2ccccc2C(=O)N1C1C=CC=CC=C1,1.4,0.3,0.5,0.7,6.2,-8.2,-0.2,nt,4.9
O=C(CCn1c(=S)[nH]c2ccccc2c1=O)NCC1CCCO1 (configuration not stated),1.8,0.8,0.5,-2.9,19.1*,-25.0,-3.7,4.0,-2.2
CC(O)(c1ccncc1)c1nc(-c2cccc(C(F)(F)F)c2)cs1 (configuration not stated),2.9,nt,8.8,18.6,-2.8,6.5,-9.2,nt,nt
CC(=O)Oc1ccc(/C=C(\NC(=O)c2cccc(Br)c2)C(=O)Nc2ccc(C(=O)O)cc2)cc1,-1.8,-0.8,-0.4,8.5,4.3,0.2,-0.1,-3.2,1.8
O=C(O)/C(=C/c1ccco1)NC(=O)c1ccc(Br)o1,0.7,0.1,1.0,3.5,-0.2,6.2,0.3,-0.9,1.9
O=C(NC(=S)N(Cc1ccccc1)Cc1ccccc1)C1CCCCC1,-9.1,1.5,-1.1,-14.0,0.6,-9.8,0.8,2.9,-11.1
O=C1NC[C@H](CC2CCCCC2)N(CCc2cc(C(F)(F)F)cc(C(F)(F)F)c2)C1=O,-0.5,nt,-1.2,6.9,7.0,-5.3,-0.6,nt,nt
O=C(CC(c1ccccc1)c1ccccc1)Nc1ccc(Cl)cn1,-6.6,4.5,-2.0,-3.1,-14.4,2.0,-14.1,-0.3,-6.2
COC(=O)[C@]1(Cc2ccccc2)N[C@H](CN(C)C(=O)c2ccccc2)[C@@H]2C(=O)N(C)C(=O)[C@@H]21,-0.3,2.1,1.4,-3.0,1.6,-6.0,-0.2,0.9,-3.2
Clc1ccc(CNc2nc(N3CCOCC3)nc(N3CCOCC3)n2)cc1,-6.4,-3.8,-0.8,-2.7,6.1,-10.4,7.7,6.5,1.3
C=CCc1cccc(/C=N/NC(=O)CNc2ccccc2OC)c1O,-1.5,-0.6,6.0,5.7,-9.0,-1.2,-11.1,-6.1,-9.2
CCOC(=O)C1=NN(C(=O)c2ccc(C)cc2)C(O)(c2ccc(Cl)cc2)C1 (configuration not stated),5.6,89.8*,11.2,-0.4,-0.1,0.1,-10.9,-3.9,-12.2
Cc1cc(=O)oc2cc(OCC(=O)Nc3ccc(N4CCC(C)CC4)cc3)ccc12,-4.7,-1.3,0.2,6.0,10.2,-18.3,-3.1,4.4,5.4
Cc1ccc2nc(Nc3ccc(Cl)cc3)c3nncn3c2c1,0.1,4.2,0.4,-8.7,1.3,-12.2,7.4,6.9,-23.1
CCOc1ccc(N2CC(C(=O)NCCc3c[nH]c4ccc(OC)cc34)CC2=O)cc1 (configuration not stated),-1.7,-2.5,3.0,6.0,-1.6,-24.2,-4.9,-1.0,9.6
CCCOc1ccc(-c2nnn(CC(=O)N3CCCCC3)n2)cc1,2.4,0.8,9.0,-11.2,8.7,-6.3,2.4,-8.1,38.1
CCOc1cccc2sc(=NC(=O)CCS(=O)(=O)c3ccc(F)cc3)n(C)c12,-3.3,4.5,1.5,8.5,6.5,-5.1,-1.0,-1.1,-8.7
COc1ccc(C(=O)NCc2cccnc2)cc1C(=O)NCc1cccnc1,-0.2,1.1,0.8,3.3,-4.6,-1.1,-4.7,4.1,8.9
COc1ccc(C(=O)N2CCC3(CC2)NCCc2[nH]cnc23)cc1,-3.0,0.0,0.0,-8.5,3.8,-9.8,4.1,2.0,-3.8
CCOc1ccc(-n2c(C)c(C(=O)OC)c3cc(O)ccc32)cc1,-6.6,1.9,2.5,9.2,-6.4,12.1,1.4,-0.7,2.4
O=C(NCC(c1cccnc1)N1CCN(c2ccccc2F)CC1)c1ccco1 (configuration not stated),1.5,2.9,2.2,-0.2,7.3,-1.6,-2.2,0.4,-11.1
Cc1ccc(S(=O)(=O)N2CCN(C(=O)CC(C)(C)C)CC2)cc1,0.0,-1.1,0.5,-8.6,-0.6,-5.7,2.6,2.5,15.0
Cc1ccc(NC(=O)c2ccc(=O)[nH]c2)cc1S(=O)(=O)N1CCCCCC1,-3.0,-1.1,1.2,17.0,5.5,-6.4,0.8,0.1,-3.1
CCC(OC(=O)CNS(=O)(=O)c1ccccc1)C(=O)c1ccccc1 (configuration not stated),-4.7,2.5,4.0,-4.8,-1.4,-9.3,0.6,5.2,-13.8
COCOCCn1cc(CN2CCS(=O)(=O)N(Cc3ccc(-c4ccc(OC)c(OC)c4)cc3)C(C)C2=O)nn1 (configuration not stated),0.1,-1.2,2.2,7.2,-0.6,-10.1,-1.7,nt,8.8
CCOc1ccccc1C(=O)NCC(=O)N(C)Cc1ccccc1C,-0.3,1.0,15.5,16.4,-4.4,2.6,-9.7,7.6,4.5
Cc1ccc2c(c1)C1CN(C)CCC1N2C(=O)COc1ccc(N(C)C(=O)C(C)(C)C)cc1 (configuration not stated),-9.7,8.1,1.5,-2.0,-5.6,-11.0,10.7,0.1,-6.7
O=c1c2[nH]c3ccccc3c2ncn1CCN1CCOCC1,1.9,-0.6,-0.1,3.0,-7.3,5.1,-5.7,2.1,-11.9
CCCN(C(=O)c1cn(-c2ccccc2)nc1-c1ccc(OC)cc1)C1CCS(=O)(=O)C1 (configuration not stated),1.3,-0.5,2.8,5.0,9.7,-17.0,-0.8,-3.5,-5.8
CC(C)CNC(=O)CSc1ccc(S(=O)(=O)N2CCN(C)CC2)cn1,0.7,-1.4,0.1,4.8,7.6,-1.2,7.4,3.0,0.8
CC1CC(C)CN(S(=O)(=O)N2CCCC(C(=O)NCCc3ccccc3)C2)C1 (configuration not stated),-1.4,-1.3,0.8,-7.8,6.7,-11.0,4.0,7.9,-3.0
CCc1nn2c(N3CCOCC3)cc(C)nc2c1-c1ccccc1,0.6,-1.1,0.9,-3.3,-1.8,-0.7,-0.9,8.8,-11.8
COc1ccc(-c2nnc(SCC(=O)N/N=C/c3ccccc3C(=O)O)n2-c2ccccc2)cc1,-0.8,2.1,0.8,-6.7,3.8,-3.5,4.0,-1.7,1.2
COc1ccc(NC(=O)NNC(=O)COc2ccc3ccccc3c2)cc1,-3.7,-0.1,0.7,4.1,2.8,2.2,-3.3,0.1,7.0
CCCC(=O)Nc1ccccc1Sc1ncnc2scc(-c3ccccc3)c12,-4.4,-1.6,-2.3,-1.0,-1.1,3.5,0.2,4.2,23.6
Cc1nc2ccc(C(=O)Nc3ccccc3Cl)cc2s1,-2.5,-1.4,0.0,6.7,-5.8,-1.7,-5.4,nt,1.6
O=c1[nH]n(-c2ccccc2)c(=O)c(Cl)c1Cl,0.0,-1.2,0.1,15.9,10.9,8.9,3.3,3.3,2.5
Cc1cc(NC(=O)c2cccc(F)c2)no1,-0.2,-1.7,0.0,-2.8,7.3,6.0,0.0,2.5,-12.7
NC(=O)c1ccc(NC(=O)CSc2nnc(-c3ccccn3)n2N)cc1,-3.4,-0.3,0.6,2.2,-5.6,2.7,3.6,8.8,-4.8
O=C(CCCc1nc(-c2ccccc2Cl)no1)N1CCOCC1,-3.5,0.7,1.3,-0.7,4.4,-0.8,1.3,4.0,12.1
O=C(CCc1nc(-c2ccc(F)cc2)no1)Nc1cccc(C(=O)NC2CC2)c1,9.6,1.5,12.0,16.2,1.3,10.7,-13.7,5.2,-4.2
COc1cccc(C2(c3cccc(OC)c3)CC2C(=O)Nc2ccc(F)cc2)c1 (configuration not stated),-4.1,-3.6,-2.3,-2.9,0.6,-2.6,-3.0,11.4,-86.9
COc1cccc(C(=O)Nc2cccc3ccccc23)c1OC,-7.6,-0.8,6.6,0.6,-4.5,-10.7,-8.4,-4.0,11.0
CN1c2ccccc2Oc2nnc(Cl)cc21,-2.5,-1.8,0.1,6.1,-6.3,13.5,-0.4,4.5,-3.9
COc1ccc(CNC(=O)C(=O)NCCC2CCCCN2S(=O)(=O)c2ccccc2)cc1 (configuration not stated),-1.4,2.0,8.4,2.0,9.2,-9.3,-5.7,9.1,11.3
O=C(O)CCCN1C(=O)C2C3c4ccccc4C(c4ccccc43)[C@@H]2C1=O (some centres not stated),-2.4,2.2,0.7,10.4,3.9,3.0,-0.9,0.0,-3.2
Cc1cc(C)nc(SCC(=O)N2CCC(C(N)=O)CC2)n1,-0.3,0.3,1.3,7.5,7.3,-10.3,-1.9,-0.2,0.8

Single values from the list.
In M4 PAM, COc1cccc(C(=O)Nc2cccc3ccccc23)c1OC has the entry -4.5
In CHRM4 antagonist, O=C(CCCc1nc(-c2ccccc2Cl)no1)N1CCOCC1 has the entry -0.8

Remaining list, next part:
compound,M5 ag,CRFBP-R2 agonist,M4 ag,CHRM5 antagonist,M4 PAM,CHRM4 antagonist,M5 PAM,IDE cell inh,CRFR2-BP antag
Cc1cccc(-c2ncc(CN3CCCC(CO)(Cc4cccc(Cl)c4)C3)cn2)c1 (configuration not stated),-1.0,2.7,-0.3,-11.6,-19.8,11.8,-0.8,-0.8,38.1
CNC(=O)/C(C#N)=C1\SC(Cc2ccc(F)cc2)C(=O)N1c1ccccc1C (configuration not stated),-0.4,-3.9,7.2,11.2,-9.3,0.7,-14.5,4.5,-8.2
Cc1cc(C)cc(N2CCCn3c2nc2c3c(=O)n(CC(=O)OCc3ccccc3)c(=O)n2C)c1,-10.1,-0.7,-0.7,-0.9,1.6,-7.6,-2.1,-0.6,38.2
Cc1ccc2nc(-c3cccc(Cl)c3)c(Cc3ccccc3)n2c1,-0.5,nt,-2.1,3.1,-0.1,5.4,-4.6,nt,nt
Cc1ccc(C(=O)NCCc2nnc3ccc(SCC(=O)Nc4c(C)cc(C)cc4C)nn23)cc1,-3.1,-0.6,0.5,2.0,-9.2,1.4,-4.2,4.4,-21.2
Cc1ccccc1NS(=O)(=O)c1cc(C(N)=O)ccc1C,-0.2,-0.2,0.9,5.7,14.1,2.8,3.4,0.1,3.5
Cc1ccc(-c2nc(N)n(S(C)(=O)=O)n2)cc1,-3.0,-3.2,0.1,-2.6,-0.5,-9.9,-3.8,4.9,15.1
O=CC(=O)c1ccccc1,4.4,-2.3,1.1,-0.8,-2.3,-3.9,-3.7,0.4,23.9
COc1ccc(-n2ncc3c(N4CCC(C)CC4)ncnc32)cc1,1.5,1.1,0.1,4.5,4.2,-7.3,-5.8,2.2,-3.4

Screening data (PubChem)
